697 NFkB inh – inhibitors of the PMA/ionomycin-induced NF-kB reporter in 697 B cells | inhibition, % at 4 µM | 330,000 tested, 0.33% active | 697 B-cell NF-kB luciferase reporter, 16 h; in the data active means inhibition above about 35%
SENP7 block – blocks the human protease SENP7; recombinant SENP7, Z-RLRGG-aminoluciferin luminescence, 40 min; 330,000 tested, 1.5% active; Q9BQF6; inhibition, % at 5 µM;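 active means inhibition above about 50% at the single test dose, limit read from the data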;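 further: plate controls were DMSO with enzyme for no effect and no enzyme buffer wells for full effect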
Target sequence (Q9BQF6 706-1050 limits assumed): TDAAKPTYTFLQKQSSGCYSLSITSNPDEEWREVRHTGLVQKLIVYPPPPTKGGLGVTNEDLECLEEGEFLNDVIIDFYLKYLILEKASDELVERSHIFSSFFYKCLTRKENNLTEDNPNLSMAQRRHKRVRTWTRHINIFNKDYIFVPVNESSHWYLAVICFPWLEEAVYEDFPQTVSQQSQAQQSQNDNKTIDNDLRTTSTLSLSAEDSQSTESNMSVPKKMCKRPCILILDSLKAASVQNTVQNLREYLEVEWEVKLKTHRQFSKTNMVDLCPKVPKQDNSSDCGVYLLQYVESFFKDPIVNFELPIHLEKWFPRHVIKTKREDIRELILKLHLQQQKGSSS
UBC13 polyUb – inhibitors of human UBC13 polyubiquitin chain formation | TR-FRET | AID 485273 | 330,000 tested, 0.47% active | inhibition, % at 20 µM; in the data active means inhibition above about 45%, passing the limit was not always enough
Target sequence (P61088 whole entry, looked up): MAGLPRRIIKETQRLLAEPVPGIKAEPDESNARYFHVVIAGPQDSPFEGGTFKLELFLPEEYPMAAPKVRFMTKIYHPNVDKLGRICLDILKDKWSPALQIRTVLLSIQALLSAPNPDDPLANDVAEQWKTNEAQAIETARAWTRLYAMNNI
Gli-Sufu antag – blocks Gli-Sufu signaling in a luciferase reporter; Sufu-KO-LIGHT fibroblasts, Gli luciferase reporter luminescence; inhibition, % at 5 µM; 340,000 tested, 0.74% active;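 active means inhibition above about 55%, limit read from the data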;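 further: 0% = DMSO-treated cells and 100% = wells with medium but no cells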
Jurkat NFkB inh – lowers PMA/ionomycin-induced NF-kB signal in Jurkat cells; PMA/ionomycin-induced NF-kB luciferase reporter, luminescence; inhibition, % at 4 µM; 330,000 tested, 0.53% active
Apaf-1 inh – human Apaf-1 inhibition; 330,000 tested, 0.71% active; O14727; inhibition, % at 20 µM; reconstituted apoptosome caspase-3 activity, DEVD-Rh110 fluorescence; active means inhibition of at least 40% at 20 µM;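 further: plate controls were DMSO wells for no effect and DEVD-CHO caspase inhibitor wells for full effect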
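Material: reconstituted apoptosome with Apaf-1, cytochrome c, caspase-9, procaspase-3, dATP; medium: pH 7.5 Hepes buffer with CHAPS, BSA, DTT; also added: cytochrome c and DEVD-Rh110 substrate; timing: 30 min plus 50 min, RT; signal: Rh110 fluorescence intensity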
SENP8 block – SENP8 protease inhibition; purified SENP8, Z-RLRGG-aminoluciferin cleavage, luminescence; inhibition, % at 10 µM; 330,000 tested, 1.2% active
Target sequence (Q96LD8 whole entry, looked up): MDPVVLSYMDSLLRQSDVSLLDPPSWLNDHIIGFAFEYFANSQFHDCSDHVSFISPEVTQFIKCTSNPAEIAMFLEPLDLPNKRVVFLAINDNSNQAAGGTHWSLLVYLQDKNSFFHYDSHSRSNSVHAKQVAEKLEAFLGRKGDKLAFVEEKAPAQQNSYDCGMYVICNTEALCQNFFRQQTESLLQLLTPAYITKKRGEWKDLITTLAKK
HKDC1 inh – HKDC1 (human) hexokinase inhibition | Q2TB90 | recombinant HKDC1, G6PDH/diaphorase resazurin coupled fluorescence | inhibition, % at 20 µM | 340,000 tested, 0.16% active | AID 493160;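 active means inhibition above about 35% when tested at 20 µM, limit read from the data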;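 further: plate controls were DMSO wells with enzyme for no effect and DMSO wells lacking enzyme for full effect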
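Test system: HK5 enzyme. Quantity: 5 µg/mL HK5 final. Reagent: glucose and ATP substrates. Schedule: 90 min reaction incubation at room temperature, dark. Technique: resazurin-to-resorufin fluorescence via G6PDH and diaphorase coupling, 525/613 nm. Control set: DMSO wells with and without enzyme mix.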
* hit, by the source's call; / = not tested or not shown. Unless noted, no stated cut-off is given here; in the data, active means inhibition above about 50%; inactive means the rest.

SMILES | 697 NFkB inh | SENP7 block | UBC13 polyUb | Gli-Sufu antag | Jurkat NFkB inh | Apaf-1 inh | SENP8 block | HKDC1 inh
CCOC(=O)CN/C=C(\C#N)c1ccccc1 | 12.4 | -2.5 | -22.2 | 1.6 | -2.0 | -0.6 | -8.0 | -7.0
COc1ccc(-n2c(O)c(C=Nc3ccccc3)c3ccccc3c2=O)cc1 | 8.0 | -2.1 | -14.4 | 25.6 | -9.0 | -9.9 | -3.0 | -0.2
CCN(CC)Cc1c(O)ccc2c(=O)c(Oc3ccccc3OC)c(C)oc12 | 19.5 | -11.3 | 13.2 | 5.9 | -12.3 | -18.0 | 5.0 | -5.3
O=c1[nH]c(-c2ccco2)nc2sc3c(c12)CCCC3 | -126.2 | 26.1 | 0.5 | -83.0 | -107.8 | 0.9 | 11.1 | -6.0
Cc1ccc(-c2noc(-c3ccccc3C(=O)N3CCCC3)n2)cc1 | -38.8 | 1.6 | 6.4 | -25.0 | -61.2 | -1.3 | 1.5 | 3.0
CC1CC(C)CN(C(=O)Cn2c(=O)n(CCCC(=O)NCc3ccco3)c(=O)c3sccc32)C1 (configuration not stated) | -6.5 | -8.3 | 0.6 | -3.5 | -12.1 | -8.1 | -3.4 | -4.8
COc1ccc(C(=O)/C=C/C(=O)N(CC(=O)NC2CCCCC2)CC2CCCO2)c(O)c1 (configuration not stated) | -0.5 | -0.8 | 9.2 | 1.1 | 13.3 | 49.3* | 5.0 | -6.3
CCOc1ccc(NC(=O)CN(C)C(=O)CCCc2c[nH]c3ccccc23)cc1OCC | -12.7 | -12.9 | -3.5 | 3.1 | 4.5 | 13.3 | 0.6 | -3.0
CC(C)CCNC(=O)COc1cccc2c1OC(C)(C)C2 | 4.1 | -4.0 | -7.0 | / | -17.7 | -1.8 | -16.0 | 1.3
O=C(CN1C(=O)c2ccccc2C1=O)OCCOCCN=C1NS(=O)(=O)c2ccccc21 | 18.7 | -4.6 | -1.5 | -10.6 | 21.6 | -2.0 | -4.1 | 13.2
O=C(COC(=O)c1ccc2ccccc2n1)c1ccccc1 | 15.1 | 8.3 | 2.8 | 9.6 | 8.2 | -1.4 | -15.0 | -7.7
Cc1ccc(NC(=O)CCNS(=O)(=O)c2ccccc2)c(C(=O)c2ccccc2)c1 | 0.7 | -4.6 | -6.6 | 1.1 | 2.2 | 3.2 | -11.5 | -3.1
COc1ccc(NC2=CC(=O)N(C)C2=O)cc1 | -12.7 | -0.5 | -5.9 | -38.6 | -10.3 | 5.2 | -5.8 | -0.4
COc1ccc(C2CC(c3ccccc3)=NN2c2ccc(S(N)(=O)=O)cc2)cc1OC (configuration not stated) | 20.0 | 1.3 | 22.3 | 18.3 | 13.4 | 16.7 | 2.9 | -6.4
NC(=O)CC(NC(=O)Cc1cccc2ccccc12)c1ccc(N2CCCCCC2)c([N+](=O)[O-])c1 (configuration not stated) | 11.3 | -0.5 | -11.5 | 3.5 | -1.9 | 27.8 | -6.5 | -2.4
CCC(C(=O)OCC(=O)Nc1cccc(OC)c1)c1ccccc1 (configuration not stated) | 9.3 | 7.7 | 4.4 | -4.6 | 10.0 | -5.3 | -1.5 | 8.9
COc1ccc(C(=O)NCc2nnc(SCC(=O)c3ccccc3)o2)cc1 | 9.8 | 5.9 | 4.1 | -4.9 | 13.6 | -1.6 | 7.8 | -1.7
CSc1ccccc1NC(=O)CN1CCN(c2ccccn2)CC1 | -2.7 | -10.6 | 3.0 | 1.4 | 3.0 | -0.1 | 2.0 | -1.0
O=C(Nc1ccc(OC(=O)c2cccs2)cc1)c1ccco1 | -11.6 | 82.5* | 9.9 | -10.9 | -3.4 | 9.2 | 67.4* | 1.0
C=CCn1c(C)cc(C(=O)CSc2nnc(C3CC3)n2C2CC2)c1C | 7.2 | 1.0 | 1.2 | -17.2 | -36.2 | -6.0 | 5.4 | -1.1
Cc1ccc(S(=O)(=O)NN2C(=O)c3ccccc3NC2c2ccccc2F)cc1 (configuration not stated) | 17.6 | 0.5 | 9.8 | -8.7 | -6.1 | 1.0 | -2.7 | -1.5
O=[N+]([O-])/C(C(=C(Cl)Cl)N1CCOCC1)=C1\NCCO1 | 16.1 | -1.1 | 5.6 | -1.4 | 7.2 | -23.2 | 2.3 | 4.0
COC(=O)c1[nH]c2ccc(Br)cc2c1NC(=O)C(C)N1CCN(C2CCCCC2)CC1 (configuration not stated) | 26.0 | 1.2 | 14.5 | 12.4 | 41.9 | -2.6 | -1.4 | -6.5
Cc1cccc(N2CCN(C(=O)Cc3ccccc3[N+](=O)[O-])CC2)c1C | -41.1 | -5.1 | 3.8 | -8.1 | -24.5 | -1.9 | -6.2 | -5.9
Cc1nn(C(=O)N2CCCCC2)c(C)c1CN1C(=O)c2ccccc2C1=O | -3.7 | 3.6 | 3.1 | 1.3 | 8.9 | 1.1 | -0.9 | -6.2
O=C(NCc1ccccn1)c1c(-c2ccccc2)sc2ccccc12 | 11.5 | 7.1 | -3.9 | 4.8 | -4.2 | 20.8 | -0.8 | -5.6
CCCN(C(=O)CSc1nnc(N)s1)c1c(N)n(Cc2ccccc2)c(=O)[nH]c1=O | 11.5 | 0.8 | 0.1 | 0.2 | 4.5 | -1.6 | 8.5 | -4.7
C=CCNC(=O)COc1ccc(S(=O)(=O)NC2CCCCC2)cc1 | 11.5 | -0.8 | -3.2 | 1.3 | -3.1 | -15.2 | 0.9 | -6.0
Cc1ccc(S(=O)(=O)Nc2c(C)cc(C)nc2Cl)cc1 | -25.4 | -9.6 | 1.8 | -4.7 | 3.4 | 10.9 | -10.1 | -1.7
O=S(=O)(c1cccc2nonc12)N1CCCCC1 | 7.7 | -4.9 | -0.3 | 5.5 | 1.5 | 2.0 | -2.0 | -1.5
O=C(NCc1ccc2c(c1)OCO2)C1CCN(c2ncccn2)CC1 | 21.6 | -0.4 | 7.0 | 3.0 | 5.7 | -6.1 | -2.6 | 4.6
CCc1ccc(OCC(=O)OCC(=O)c2c(N)n(C)c(=O)n(C)c2=O)cc1 | -6.4 | -1.2 | 3.9 | 5.0 | 5.7 | -2.2 | -3.1 | 11.3
Cc1cc2c(=O)n(C)c(SCC(=O)Nc3cccc(O)c3)nc2s1 | 0.0 | 9.5 | 8.8 | 36.8 | 13.3 | 6.7 | 5.3 | -5.2
O=C(Cn1c(=O)n(-c2ccccc2)c(=O)c2sccc21)NCc1ccccc1 | 20.1 | 3.2 | -0.9 | 3.8 | -6.2 | -9.3 | 1.8 | -4.4
Cc1ccc(C2CN(C)C3(C(=O)Nc4ccccc43)C23COc2ccccc2C3=O)cc1 (configuration not stated) | 2.9 | 4.8 | -4.8 | 4.7 | -21.9 | 15.3 | 3.2 | 1.3
CN1CCN(S(=O)(=O)c2ccc3[nH]c(=O)oc3c2)CC1 | -43.4 | -0.4 | -11.3 | 3.2 | -26.6 | -2.8 | -2.5 | -7.3
NC(=O)C1=C[C@@H](c2ccccc2)C[C@@H](OCCCCO)O1 | -25.7 | -10.1 | -8.7 | -1.0 | -3.7 | 12.0 | -16.0 | 4.2
Cc1ccc(NC(=O)CCN2CCc3ccccc3C2)cc1 | 6.2 | -2.9 | 7.5 | 9.3 | 7.4 | -5.3 | 1.1 | 9.2
CCOC(=O)n1ccc(C(=O)Nc2ccccc2F)n1 | 24.1 | -1.8 | -2.2 | -9.1 | -6.4 | -10.8 | 0.1 | 3.7
COc1ccc(-c2noc(CCCCC(=O)N3CCN(c4cc(C)ccc4C)CC3)n2)cc1 | 30.9 | -6.6 | / | 67.9* | / | 30.0 | / | 10.6
O=C(CCCc1nc2ccccc2s1)N1CCN(c2ccccc2)CC1 | -36.3 | 0.4 | 2.7 | 12.2 | 0.7 | 8.3 | 2.9 | 9.1
Cc1nonc1NC(=O)CSc1cn[nH]n1 | 8.4 | 3.7 | 2.9 | 20.4 | 9.7 | -8.8 | 4.4 | -6.1
Cc1cc(C)c(NS(=O)(=O)c2ccc3c(c2)NC(=O)CC(=O)N3)c(C)c1 | 10.3 | -5.4 | 7.6 | -9.2 | 17.1 | -8.6 | -6.7 | -4.2
Cc1ccc(-c2nn[nH]n2)o1 | 5.5 | -0.4 | -3.2 | 0.3 | 8.2 | -6.1 | 1.4 | -11.4
C[C@@H]1O[C@@H](O[C@H]2[C@H](O)[C@@H](O)[C@H](Oc3c(-c4ccc(O)c(O)c4)oc4cc(O)cc(O)c4c3=O)O[C@@H]2CO)[C@H](O)[C@H](O)[C@H]1O | 7.2 | 2.8 | 11.3 | 6.0 | -5.3 | 3.0 | -8.3 | -3.2
Cc1ccc(C(=O)NC2CCCc3ccccc32)cc1[N+](=O)[O-] (configuration not stated) | -31.4 | 2.6 | -1.0 | 24.0 | 48.6 | 13.0 | 2.4 | -6.0
CC(C)(C)OC(=O)[C@H](Cc1ccccc1)NC(=O)c1[nH]cnc1C(=O)Nc1cccc(Cl)c1 | -3.0 | -3.2 | 3.4 | -8.5 | -7.1 | 12.2 | -0.4 | 0.4
O=C(CSc1nc2sc3c(c2c(=O)n1-c1ccccc1)CCCC3)N/N=C/c1ccc(C(=O)O)cc1 | -0.5 | -1.4 | -10.9 | 19.0 | -7.5 | 10.2 | 5.7 | 18.5
O=C(NCCc1ccc(F)cc1)N1CCOCC1 | -2.2 | -3.5 | -2.3 | -14.6 | -7.3 | 0.3 | 5.9 | -4.8
CC(=O)Nc1ccc(NC(=O)CSc2ccc(-c3sc(C)nc3C)nn2)cc1 | -3.4 | -4.5 | -9.8 | -2.8 | 18.6 | -17.4 | 2.2 | 9.6
O=C(Nc1nc(C2C3CC4CC(C3)CC2C4)cs1)c1cc2cc([N+](=O)[O-])ccc2oc1=O (configuration not stated) | -3.2 | 3.3 | -7.3 | 10.3 | 8.8 | 16.9 | 5.6 | 0.3
CC(=O)N1CCOc2ccc(S(=O)(=O)N3CC(C)CC(C)C3)cc21 (configuration not stated) | -9.1 | -4.7 | -6.3 | -5.6 | 1.7 | 2.4 | 4.6 | -2.2
COC(C[C@H]1O[C@@H]1[C@H](O)[C@H](C)OCc1ccccc1)OC | 17.4 | -2.2 | 3.5 | -5.3 | 16.3 | -4.5 | 8.8 | -7.7
O=C(N[C@@H](Cc1ccc(O)cc1)C(=O)O)c1cccnc1 | -0.4 | -1.0 | -4.8 | 8.2 | 6.3 | 1.8 | -0.7 | -1.4

Two neighbouring records out of the list so far:
SMILES | 697 NFkB inh | SENP7 block | UBC13 polyUb | Gli-Sufu antag | Jurkat NFkB inh | Apaf-1 inh | SENP8 block | HKDC1 inh
COC(C[C@H]1O[C@@H]1[C@H](O)[C@H](C)OCc1ccccc1)OC | 17.4 | -2.2 | 3.5 | -5.3 | 16.3 | -4.5 | 8.8 | -7.7
O=C(N[C@@H](Cc1ccc(O)cc1)C(=O)O)c1cccnc1 | -0.4 | -1.0 | -4.8 | 8.2 | 6.3 | 1.8 | -0.7 | -1.4

Arranged by SMILES length (low to high): 3 of the compounds above
SMILES | 697 NFkB inh | SENP7 block | UBC13 polyUb | Gli-Sufu antag | Jurkat NFkB inh | Apaf-1 inh | SENP8 block | HKDC1 inh
O=C(N[C@@H](Cc1ccc(O)cc1)C(=O)O)c1cccnc1 | -0.4 | -1.0 | -4.8 | 8.2 | 6.3 | 1.8 | -0.7 | -1.4
CC(=O)N1CCOc2ccc(S(=O)(=O)N3CC(C)CC(C)C3)cc21 (configuration not stated) | -9.1 | -4.7 | -6.3 | -5.6 | 1.7 | 2.4 | 4.6 | -2.2
O=C(Nc1nc(C2C3CC4CC(C3)CC2C4)cs1)c1cc2cc([N+](=O)[O-])ccc2oc1=O (configuration not stated) | -3.2 | 3.3 | -7.3 | 10.3 | 8.8 | 16.9 | 5.6 | 0.3
